Screens deposited in PubChem BioAssay by several laboratories.
Rad51 HR inh = Rad51 (human) homologous recombination inhibition. Q06609. hRad51 DNA strand exchange, fluorescence dequenching. inhibition, % at 10 µM. 0.085% of 200,000 active. AID 1385;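 active = inhibition above 40% at the single screening dose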;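 also: 0% = DMSO control wells and 100% = blanks with heterologous ssDNA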
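Material: Human Rad51 nucleoprotein filaments preassembled on unlabelled ssDNA | Also added: Labelled 47-mer dsDNA for strand exchange | Dosing: Single dose, 10 µM final compound | Schedule: 30-min compound preincubation and 15-min exchange, both room temperature | Technique: Fluorescence dequenching at 485/520 nm | Measure: Percent inhibition relative to plate controls and blanks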
TNF necrop inh = inhibitors of TNF-alpha induced necroptosis in Jurkat FADD-/- cells | Jurkat FADD-/- TNF necroptosis rescue, ATP luminescence, 24 h; 0 = TNF only, 100 = no-TNF cells | activation (protection from cell death), % at 10 µM | 0.068% of 220,000 active;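 active = activation, meaning protection from cell death, of at least 50% relative to plate controls; inactive = activation below 50%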;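 also: necroptosis triggered by 40 ng/mL TNF-alpha added together with compound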
MDM2 E3 inh = Mdm2 E3 ligase (human) inhibition; Q00987; cell-based MDM2 ubiquitination luciferase reporter, 2 h; 0 = plate control, 100 = twice control, blank-subtracted; AID 1230; signal enhancement, % at 5 µM; 0.11% of 210,000 active;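 active = signal enhancement of 30% or more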;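 also: luminescence tracks abundance of the self-degrading MDM2-luciferase fusion protein; higher signal means inhibition of MDM2 E3 ligase activity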
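Assay system: mammalian cells stably expressing self-ubiquitinating, self-degrading MDM2 E3–luciferase fusion. Quantity: 2000 cells in each well. Medium: DMEM culture medium. Compound dosing: single-point 5 µM. Timing: cell settling 4 h, compound treatment 2 h, both 37 °C. Technique: luciferase luminescence. Read-out basis: percent signal gain over controls, blank-subtracted. Benchmarks: plate controls and plate blanks.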
m-calpain inh = calpain II (pig) inhibition. purified calpain II, fluorogenic peptide substrate, 30 min. 0.37% of 220,000 active. AID 1236. inhibition, % at 16 µM;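 active = inhibition above about 50%, limit read from the data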
L929 necroptosis = blocks zVAD induced death of L929 cells; viability rescue, % at 10 µM; AID 1377; 0.38% of 220,000 active; L929 zVAD necroptosis rescue, ATP luminescence, 24 h; with zVAD 60 µM;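 active = activation, scaled between plate controls, above about 75%, limit read from the data; inactive = activation under that limit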;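 also: 0% = zVAD with DMSO and 100% = DMSO alone without zVAD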
eIF4E 4G PPI = eIF4E/eIF4G interaction inhibition in translation initiation | P63073+Q04637 | TR-FRET eIF4E-eIF4GI(517-606) binding, 2 h | inhibition, % at 21.7 µM | 0.37% of 220,000 active;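 active = inhibition above about 30%, limit read from the data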;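 also: 0% = full FRET control wells and 100% = background wells lacking eIF4GI fragment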
Target sequence (P63073 whole entry, looked up, the tested form may be a part): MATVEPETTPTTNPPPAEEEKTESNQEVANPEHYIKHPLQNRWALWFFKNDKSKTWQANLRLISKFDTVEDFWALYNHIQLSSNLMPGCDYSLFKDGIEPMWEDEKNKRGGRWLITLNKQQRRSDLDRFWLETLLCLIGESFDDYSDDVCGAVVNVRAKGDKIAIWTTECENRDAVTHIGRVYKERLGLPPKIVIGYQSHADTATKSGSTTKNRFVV
Target sequence (Q04637 whole entry, looked up, the tested form may be a part): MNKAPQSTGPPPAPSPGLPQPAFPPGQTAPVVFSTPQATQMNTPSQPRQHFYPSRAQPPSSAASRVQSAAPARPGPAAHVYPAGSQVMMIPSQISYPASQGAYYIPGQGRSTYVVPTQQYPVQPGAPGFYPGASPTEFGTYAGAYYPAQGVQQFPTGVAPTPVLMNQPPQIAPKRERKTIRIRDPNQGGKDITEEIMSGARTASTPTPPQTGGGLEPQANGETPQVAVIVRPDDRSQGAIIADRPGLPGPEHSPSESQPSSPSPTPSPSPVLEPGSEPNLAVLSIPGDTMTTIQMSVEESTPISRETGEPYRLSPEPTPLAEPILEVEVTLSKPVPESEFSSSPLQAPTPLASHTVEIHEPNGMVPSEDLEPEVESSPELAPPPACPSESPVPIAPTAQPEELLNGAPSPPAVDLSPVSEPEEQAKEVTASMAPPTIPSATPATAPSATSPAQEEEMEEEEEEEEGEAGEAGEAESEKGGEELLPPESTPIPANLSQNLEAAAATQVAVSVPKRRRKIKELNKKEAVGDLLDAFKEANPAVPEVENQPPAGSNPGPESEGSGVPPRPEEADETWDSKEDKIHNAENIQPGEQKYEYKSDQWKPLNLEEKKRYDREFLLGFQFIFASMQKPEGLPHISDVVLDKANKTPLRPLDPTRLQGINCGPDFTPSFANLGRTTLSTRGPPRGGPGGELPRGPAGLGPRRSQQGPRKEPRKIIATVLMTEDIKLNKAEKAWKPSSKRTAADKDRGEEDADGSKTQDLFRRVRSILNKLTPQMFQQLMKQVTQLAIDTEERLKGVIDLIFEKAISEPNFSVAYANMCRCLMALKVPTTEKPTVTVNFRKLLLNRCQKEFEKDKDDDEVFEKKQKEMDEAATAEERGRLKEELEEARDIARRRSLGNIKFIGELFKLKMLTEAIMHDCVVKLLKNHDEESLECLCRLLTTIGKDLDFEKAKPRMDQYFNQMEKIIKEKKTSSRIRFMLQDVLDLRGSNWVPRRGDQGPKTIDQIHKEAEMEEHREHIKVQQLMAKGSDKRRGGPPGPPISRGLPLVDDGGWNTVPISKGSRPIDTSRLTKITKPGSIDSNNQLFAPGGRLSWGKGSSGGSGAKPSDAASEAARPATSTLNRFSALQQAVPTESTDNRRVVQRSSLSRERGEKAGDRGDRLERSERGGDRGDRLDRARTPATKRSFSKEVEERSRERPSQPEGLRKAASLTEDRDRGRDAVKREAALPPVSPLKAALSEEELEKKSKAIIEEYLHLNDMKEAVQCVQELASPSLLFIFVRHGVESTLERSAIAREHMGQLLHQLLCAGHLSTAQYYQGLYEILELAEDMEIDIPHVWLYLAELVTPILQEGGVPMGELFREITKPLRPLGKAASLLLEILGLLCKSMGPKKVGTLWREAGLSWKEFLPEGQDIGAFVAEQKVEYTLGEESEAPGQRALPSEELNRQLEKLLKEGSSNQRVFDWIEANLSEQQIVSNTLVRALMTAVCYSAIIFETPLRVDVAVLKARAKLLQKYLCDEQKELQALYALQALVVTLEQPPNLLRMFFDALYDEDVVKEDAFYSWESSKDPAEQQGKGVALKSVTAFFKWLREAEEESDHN
KCC2 mod = modulates chloride dependent transport by human KCC2; 2.2% of 190,000 active; B-score of Tl+ flux slope (higher = more flux/activation; lower = inhibition) at 10 µM; Q9H2X9; AID 1456; KCC2 cells, thallium flux FluoZin-2 fluorescence;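 active = thallium flux slope and its plate-corrected score both differing from the plate sample mean at a set confidence after two filtering rounds, in either direction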;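 also: slope of fluorescence scaled to starting intensity during 10 to 20 s after thallium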
PERK inh = human PERK inhibition, primary cell-based screen; AID 1416; CHO PERK-DD fusion, SEAP luminescence translation reporter; 0.17% of 220,000 active; inhibition, % at 5.6 µM;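 active = inhibition above the mean inhibition of all tested compounds plus 3 SD, set separately per screening campaign, cut at about 2.9% in these data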;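 also: PERK kinase domain activated by AP20187 dimerizer at 100 nM; 0% = DMSO with dimerizer and 100% = rapamycin at 8.4 µM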
EBV gp42 block = inhibitors of Epstein-Barr virus glycoprotein 42. inhibition, % (tested at 21.74 µM). AID 1085. Q1HVG2. 0.42% of 220,000 active. Fluorescence polarization binding assay, mP read-out; in the data active = inhibition above about 50%
An asterisk follows results filed as active; . = not tested or not shown; & = joins results of further samples; [ ] = remark or other dose.

entry	mol	Rad51 HR inh	TNF necrop inh	MDM2 E3 inh	m-calpain inh	L929 necroptosis	eIF4E 4G PPI	KCC2 mod	PERK inh	EBV gp42 block
1	O=C1CCCC(=O)N1c1ccc(O)cc1	12	1.3	1	-16	2.3	-4	1.4	0.3	-15
2	CC1(C)C(=O)Nc2ccccc2N1C(=O)CSc1nnc2ccccn12	8	1.1	6	-1	0.1	-1	1.5	1.0	-14
3	CC(C(O)c1ccc(O)cc1)N1CCC(Cc2ccccc2)CC1 (stereo unspecified)	3&35	1.1	-1	1&-23	-0.8	2&1	0.25&-0.89	0.5&0.3	-9&-24
4	CC(=O)N1CCCc2cc(S(=O)(=O)CCC(=O)N3CCN(c4ccccc4)CC3)ccc21	-6	0.6	-15	8	0.8	-1	.	-0.4	-2
5	Cn1cccc1/C=N/NC(=O)Cn1cnc2ccccc21	-4	-2.1	-14	3	0.3	0	0.16	0.2	-15
6	COc1ccc(NC(=O)c2ccccc2NC(=O)CSc2ccccc2)cc1	0	5.6	-10	-3	0.4	0	-0.13	0.0	-9
7	CN1CCN(S(=O)(=O)c2ccc(NC(=O)c3ccc(F)cc3)cc2)CC1	-3	0.1	-22	-19	-1.3	5[fluorescence artefact?]	.	-0.2	-9
8	CCOC(=O)c1c(NC(=S)Nc2cccc(C)c2)sc2c1CC(C)(C)SC2	-40	-0.3	-2	-49	1.6	1[fluorescence artefact?]	-0.039	0.3	-8
9	CN(C)S(=O)(=O)c1cccc(NC(=O)COC(=O)c2cc3ccccc3oc2=O)c1	-2	0.3	-4	11	0.4	17	-0.73	0.0	0
10	CC(=O)N(Cc1ccc2c(c1)OCO2)C1CC(=O)N(CCc2ccccc2)C1=O (stereo unspecified)	4	0.0	-16	16	-0.1	3[fluorescence artefact?]	.	1.1	-7
11	C(=C/c1nccc2c1[nH]c1ccccc12)/c1ccc2c(c1)OCO2	-96	0.5	-14	-29	6.7	0	-0.22	0.9	-1
12	O=C(Nc1cccc(NC(=O)c2ccc3c(c2)OCO3)c1)c1ccccc1	-8	0.9	-3	-9	4.1	2	1.7	-0.9	4
13	O=C(COc1cc(Cl)c(Cl)cc1Cl)NC(=O)NC1CCCC1	0	3.8	.	-20	-0.3	-4[fluorescence artefact?]	1.5	0.2	19
14	CCCOC(=O)c1ccc(NC(=O)c2cn(CC)c3nc(C)ccc3c2=O)cc1	.	0.6	-2	-28	0.1	-55[fluorescence artefact?]	-0.061	0.3	-41
15	Cc1nnc2sc(SCc3ccc(Cl)cc3)nn2c1=O	4	2.3	-11	12	-0.3	6	0.6	1.1	-11
16	CCC(=O)N1N=C(c2c(O)n(C)c(=O)n(C)c2=O)CC1c1ccccc1 (stereo unspecified)	.	-10	-14	-23	1.2	3	0.11	0.5	-7
17	NC(=O)COC(=O)c1ccc(Cl)c(S(=O)(=O)N(Cc2ccccc2)c2ccc(Cl)cc2)c1	9	0.9	-8	10	0.0	3[fluorescence artefact?]	-2.1	0.1	2
18	CCOCCCn1c(SCC(=O)NCc2ccco2)nc2c(sc3ccccc32)c1=O	-2	-1.9	-2	-111	-1.3	6	1.1	-1.1	-8
19	Nc1ccc2nc(SCc3ccccc3F)sc2c1	-4	-19	-25	14	-0.8	0	-0.9	-0.4	7
20	Cc1ccc(N2C(=O)CSC2c2ccc3c(c2)OCO3)cc1 (stereo unspecified)	.	7.1	-31	19	-0.2	-17	0.59	-0.3	-2
21	Cc1ccc(NC(=S)NCCc2c[nH]c3ccccc23)cc1	-15	-13	20	-1	-0.5	6	-0.89	-0.1	3
22	CC1=NN(C(=S)Nc2ccccc2)C(C)(C)C1	-6	-0.6	-7	-37	5.4	0	0.58	0.1	-17
23	C=CCOc1ccc(/C(O)=C2\C(=O)C(=O)N(CCCOC)C2c2ccc(O)c(OC)c2)cc1 (stereo unspecified)	-3	-2.1	-1	-13	0.2	-2	.	1.1	-4
24	Cc1cnc(C(=O)Nc2cccc3cccnc23)cn1	.	-10	-13	-12	3.6	-7	-0.54	1.5	6
25	CNC(=O)C(=O)Nc1c(O)c2ccccc2[nH]c1=O	.	4.3	3	0	-0.7	2	0.13	1.0	-13

The list goes on.
entry	mol	Rad51 HR inh	TNF necrop inh	MDM2 E3 inh	m-calpain inh	L929 necroptosis	eIF4E 4G PPI	KCC2 mod	PERK inh	EBV gp42 block
26	CCOC(=O)c1ccc(NC(=O)Nc2ccn(C)n2)cc1	-5	1.0	-10	-12	86*	4	1.2	1.4	-3
27	COc1cccc(C(=O)CN2CCN(S(=O)(=O)c3ccc(Br)cc3)CC2)c1	5	1.3	-1	2	1.5	1	.	1.0	-10
28	CC(=O)c1ccc(N2CCN(C(=O)COc3ccc(F)cc3)CC2)c(F)c1	5	-1.8	-8	11	1.0	-6	-0.94	-0.4	-15
29	COc1cccc(C2C3=C(N=c4s/c(=C\c5cccc(O)c5)c(=O)n42)c2ccccc2CC3)c1OC (stereo unspecified)	1	0.7	-8	-31	0.3	0	-0.89	0.8	-32
30	CCc1cc2c(=O)[nH]c(Cc3ccc(OC)cc3)nc2s1	0	3.7	-11	9	0.8	-3	-0.048	-0.9	-11
31	Cc1ccc(-n2nc(N)c3c(=O)oc(N(C)C)nc32)cc1	4	-3.1	-15	-15	0.6	6	0.27	1.0	-16
32	COc1ccc2c(c1)Sc1ccccc1N2CCN(C)C	1	1.0	-12	0	0.5	9	0.83	-0.8	-19
33	O=C(N/N=C/c1cccs1)C(O)c1ccccc1 (stereo unspecified)	0	0.7	5	8	-0.3	-1	0.033	0.6	-17
34	CC(=O)c1c(C)n([O-])c2ccc(C)cc2[n+]1=O	-8	-0.7	-13	-72	-0.1	-3	.	0.5	-2
35	O=C(Nc1ccnc(-c2cccnc2)n1)c1ccccc1Cl	11	-2.1	-10	18	0.2	-6	0.071	0.5	4
36	CCO[C@@H]1OC(C(N)=O)=C[C@H](C2CCCCC2)[C@H]1CCCO	-9	1.0	9	12	-1.2	-1	1.3	.	-16
37	CCOc1ccc(S(=O)(=O)/N=C(/c2ccccc2)N(C)C)cc1	.	-0.5	.	-14	-0.5	1	0.082	-0.1	-14
38	Cc1cc(C(=O)COC(=O)C2CCN(C(=O)c3ccc(Cl)cc3)CC2)c(C)n1CC1CCCO1 (stereo unspecified)	7	-0.6	-12	11	1.5	-2	-0.26	0.3	-6
39	CCOc1ccccc1N(C(=O)Nc1cccc(Cl)c1)C1=NC(C)CS1 (stereo unspecified)	4	2.4	-13	15	-0.9	-3	0.45	-0.1	-1
40	O=C(NCc1ccc2c(c1)OCO2)C1CC(c2ccc(Cl)c(Cl)c2)=NO1 (stereo unspecified)	1	-4.9	9	-2	0.3	-12	-0.066	1.6	-20
41	CC(=O)c1cc(C#N)c(N(C)Cc2ccccc2)nc1C	16	-4.5	1	10	0.6	4	-0.89	-0.2	4
42	COc1ccccc1NC(=O)N1CCN(c2ccc3nnc(-c4ccc(F)cc4)n3n2)CC1	9	-9.8	2	-82	1.6	2	-2.5	-2.1	-19
43	Cc1cc(NC(=O)c2ccc(Cl)cc2)no1	-5	-1.5	-16	-20	-1.1	3[fluorescence artefact?]	-0.75	0.2	-21
44	CC1CCC(NC(=O)c2ccc(CNc3c(NC4CCCCC4)c(=O)c3=O)cc2)CC1 (stereo unspecified)	.	-1.2	.	-8	.	-1	0.51	1.4	-13
45	Cc1cc(N/N=C/c2ccc(O)cc2O)nc(-c2ccccc2O)n1	2	-5.9	-16	2	6.3	2[fluorescence artefact?]	0.82	0.1	0
46	O=c1cc(-c2ccccc2)c2cc3c(cc2[nH]1)OCCO3	-13	-2.9	-6	-168	5.9	5	0.014	1.2	1
47	Cc1cc2sc3ccccc3c(=O)c2c(C)c1O	16	0.1	2	-37	9.0	3	0.61	1.1	-7
48	O=C(/C=C/c1ccccc1O)c1ccc(Cl)cc1	-14	1.1	-13	14	1.1	5	0.59	0.3	3
49	CCS(=O)(=O)c1ccc2c(c1)N(S(C)(=O)=O)CC(C(=O)NCc1ccccc1OC)O2 (stereo unspecified)	-6	-3.0	-9	-14	0.5	5	0.17	1.0	-13
50	c1ccc(-c2nnc(SCC3CCCCO3)nc2-c2ccccc2)cc1 (stereo unspecified)	6	2.2	-2	28	1.6	-4	-0.36	-0.4	-5

Following part
entry	mol	Rad51 HR inh	TNF necrop inh	MDM2 E3 inh	m-calpain inh	L929 necroptosis	eIF4E 4G PPI	KCC2 mod	PERK inh	EBV gp42 block
51	O=C1c2cc(Cl)ccc2OC2(CCNCC2)C12CC(c1ccccc1)=NO2 (stereo unspecified)	3	-1.0	8	-8	1.1	-2	1.4	.	-13
52	c1coc(CSc2ncnc3c2oc2ccccc23)c1	.	4.0	1	12	0.8	-4	0.058	0.3	-13
53	O=[N+]([O-])c1ccc(-c2csc(N3CCc4ccccc4C3)n2)cc1	-2	0.6	-8	19	-0.6	-3	1.2	0.5	-4
54	COc1ccc(N=C2SC(CC(=O)Nc3ccccc3)C(=O)N2CC2CCCO2)cc1 (stereo unspecified)	0	6.8	-2	3	1.3	1	.	-1.5	-15
55	CN1/C(=C/C(=O)CSc2ccccc2C(=O)O)C(C)(C)c2ccccc21	.	-4.0	-1	15	-0.1	5	-1.7	-0.1	3
56	CCC(=O)N(Cc1ccco1)c1nc(C(=O)Nc2ccc(Cl)cc2)c(C)s1	.	3.7	-5	1	0.7	2[fluorescence artefact?]	-0.29	-0.3	-18
57	Cc1c(Nc2nc(-c3ccccc3)cs2)c(=O)n(-c2ccccc2)n1C	-2	1.9	-18	-6	1.8	2[fluorescence artefact?]	-2.7	-0.1	0
58	COCCn1c(Cc2ccccc2)nnc1SCc1ccc([N+](=O)[O-])cc1	-7	1.9	-13	28	-0.5	4	-0.15	-0.8	-50
59	O=C(NC1CCCCC1)c1cc([N+](=O)[O-])ccc1N1CCOCC1	.	-2.4	-14	-4	-0.1	2	.	-0.1	-8
60	Cc1c(NC(=O)c2ccc3c(c2)C(=O)N(Cc2ccco2)C3=O)cccc1C(=O)O	1	0.1	-4	-20	7.4	-3	2.1	1.3	2
61	COc1ccc(NC(=O)C(c2ccccc2)N(C)C(=O)CNC(C)=O)cc1 (stereo unspecified)	9	-0.6	9	6	0.3	-4	1.3	0.8	-11
62	CCOC(=O)NCc1ccc2c(c1)cc(C)n2C	-2	-2.7	0	-7	1.3	-1	.	-1.1	-3
63	N#CC1=C(N)C(C#N)(C#N)[C@H](c2c(F)cccc2F)[C@H]2CC3(CC=C12)OCCO3	-20	-18	14	1	-0.1	3[fluorescence artefact?]	-0.21	-0.4	32
64	COc1ccc(CNC(=S)N/N=C/c2ccc(OC)c(OC)c2)cc1	.	-1.9	1	9	-0.1	13	.	1.7	-21
65	CCOC(=O)C/C(N)=N/N(C)c1ncc(C(F)(F)F)cc1Cl	10	0.0	5	-17	1.5	-1	0.026	1.3	-2
66	O=C(CSCc1ccccc1)Nc1cccc(F)c1	-2	28	-11	-7	1.6	0[fluorescence artefact?]	-0.61	0.4	6
67	N/C(=N\OC(=O)Nc1ccccc1)c1ncc([N+](=O)[O-])s1	.	-23	-7	-15	1.2	0	0.55	-0.1	-16

Compounds as they come; any-hit rate near 3.6%.
